GAA spleen mod: inhibits or activates alpha-glucosidase in human spleen homogenate; P10253; human spleen homogenate, 4-MU-alpha-glucoside fluorescence; Potency, µM (top dose mostly 79.9 µM), inactives show top-dose activity change, negative = inhibition, usual class: inhibitors; 240,000 compounds, 0.006% hits; AID 2112;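 further: 0% = enzyme with vehicle and -100% = no enzyme basal signal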
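Human spleen homogenate (1 ug) incubated with compounds and 1 mM 4-methylumbelliferyl-alpha-D-glucopyranoside in pH 5.0 citrate/phosphate buffer, 37 C, 40 min. Stopped at pH 10; 4-MU fluorescence (Ex 365/Em 440 nm); AC50 by Hill fit.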
GLA spleen mod: inhibitors or activators of human alpha-galactosidase in spleen homogenate; P06280; human spleen homogenate, 4MU-alpha-Gal fluorescence, 40 min; Potency, µM (titrated, usually from 80 µM), for the others: top-dose activity change, negative = inhibition, usual class: inhibitors; 240,000 compounds, 0.008% hits;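 further: 0% = enzyme with vehicle and -100% = no enzyme basal signal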
Target sequence (P06280 32-429 limits assumed): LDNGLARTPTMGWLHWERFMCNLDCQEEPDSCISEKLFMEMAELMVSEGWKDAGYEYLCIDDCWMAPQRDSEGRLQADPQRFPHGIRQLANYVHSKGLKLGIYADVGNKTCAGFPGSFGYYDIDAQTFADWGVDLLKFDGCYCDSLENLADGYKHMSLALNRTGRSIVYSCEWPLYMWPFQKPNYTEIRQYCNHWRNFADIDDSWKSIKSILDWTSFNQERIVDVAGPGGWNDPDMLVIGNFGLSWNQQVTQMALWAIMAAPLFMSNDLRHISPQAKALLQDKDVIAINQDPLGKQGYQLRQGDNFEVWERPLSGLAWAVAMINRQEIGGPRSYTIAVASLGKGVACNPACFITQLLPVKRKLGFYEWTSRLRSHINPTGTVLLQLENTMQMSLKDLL
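Spleen homogenate 1 ug + cpd (titration) + 4-MU-alpha-D-galactopyranoside 1 mM; 37C 40 min; 50 mM citrate/phosphate pH 5.0, 0.01% Tween-20; stop pH 10; fluorescence 365/440; AC50 via Hill.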
Tau FP inhib: inhibitors of human tau fibril formation. P10636. K18 P301L tau heparin fibrillization, Alexa594 FP, 6 h. Potency, µM (doses to about 57.7 µM), for the others: at the top dose activity, negative = inhibition, actives largely listed as inhibitors. 280,000 compounds, 0.39% hits. AID 1468; further: on the % scale 0 is the no-effect control and ±100 the full control effect; nearly all actives have a fitted effect of over 55% in size
Target sequence (P10636 561-689 P618L limits assumed): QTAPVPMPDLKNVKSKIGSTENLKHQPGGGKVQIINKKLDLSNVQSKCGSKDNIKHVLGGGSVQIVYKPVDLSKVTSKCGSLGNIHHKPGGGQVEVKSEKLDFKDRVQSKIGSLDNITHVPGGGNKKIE
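Human K18 P301L fragment (15 uM unlabeled plus 0.24 uM Alexa 594-labeled) in 100 mM sodium acetate pH 7 with compound, aggregation induced by 20 uM heparin for 6 hr at 37 C. ThT (30 uM) added for 1 hr, then Alexa 594 FP read.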
GAA glycogen mod: GAA glycogen-cleavage inhibition or activation | recombinant GAA, glycogen substrate, Amplex Red glucose oxidase fluorescence | 300,000 compounds, 0.38% hits | P10253 | Potency, µM (series often up to 76.4 µM), for inactives: at the top dose activity change, negative = inhibition, actives largely listed as inhibitors | AID 2100;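 further: 0% = full enzyme reaction and -100% = no-enzyme basal signal; the screen sought inhibitors and activators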
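qHTS, 1536-well; enzyme 4 nM final; cpd up to 77 uM; substrate bovine liver glycogen 30 ug; 50 mM citrate/phosphate pH 5.0, 0.01% Tween-20; 37 C, 40 min; Amplex Red detection 45 min RT; Hill fit → AC50.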
HTT ATP protect: Huntington cell model cytoprotection by ATP luminescence. PC12 HTT-Q103 induced, cytoprotection, ATP luminescence, 40 h. 230,000 compounds, 0.14% hits. Potency, µM (series often up to 56.4 µM), for inactives: cytoprotection (ATP increase), actives largely listed as activators. AID 1471;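 further: % of control where 0% means no effect; nearly all actives have a fitted effect of over 45% in size; toxic huntingtin expression switched on by the ecdysone agonist tebufenozide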
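Quantitative HTS on tebufenozide-induced (100 nM) PC12 cells expressing HTTQ103 exon 1–GFP; compounds tested as a concentration series; survival measured via cellular ATP.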
GAA inhib: inhibitors of human lysosomal alpha-glucosidase; P10253; purified human GAA, 4-MU-alpha-glucoside fluorescence; Potency, µM (series often up to 76.9 µM), for inactives: top-dose activity change, negative = inhibition, most hits filed as inhibitors; 200,000 compounds, 0.005% hits;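 further: plate controls were uninhibited enzyme wells for no effect and no-enzyme background for full effect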
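Read-out is 4-methylumbelliferone fluorescence (Ex 365/Em 440 nm) after NaOH/glycine stop at pH 10. Enzyme 4 nM, substrate 400 uM, pH 5.0 citrate buffer, 20 min room temperature; AC50 from Hill-equation concentration-response.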
Tau fluor cs: counter-screen for tau fibril formation inhibitors | tau K18 P301L Alexa594 fluorescence, heparin fibrillization | Potency, µM (highest dose often 57.7 µM), inactives show top-dose activity change, negative = decrease | 280,000 compounds, 0.93% hits | AID 1463; further: on the % scale 0 is the no-effect control and ±100 the full control effect; nearly all actives have a fitted effect of over 55% in size
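Human K18 P301L tau (15 uM unlabeled plus 0.24 uM Alexa 594-labeled, final) in 100 mM sodium acetate pH 7 was mixed with compound and 20 uM heparin and incubated 6 hr at 37 C.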
Tau fibril ThT: inhibitors of human tau fibril formation, thioflavin T binding; 270,000 compounds, 2.1% hits; P10636; recombinant tau K18 P301L (four-repeat tau fragment), heparin-induced fibrillization, ThT fluorescence; Potency, µM (series often up to 57.4 µM), without a hit: top-dose activity, negative = inhibition, most hits filed as inhibitors; further: on the % scale 0 is the no-effect control and ±100 the full control effect; nearly all actives have a fitted effect of over 55% in size
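Recombinant human tau K18 fragment […] carrying P301L, 15 uM unlabeled plus 0.24 uM Alexa 594-labeled, was fibrillized with 20 uM heparin in 100 mM sodium acetate pH 7 for 6 hr at 37 C; 30 uM ThT fluorescence read after 1 hr.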
Active calls of the source: *; ? = inconclusive; / = not tested or not shown; [ ] = another dose, or the depositor's remark. The call rests on the fitted dose curve; in most records, active means well fitted curve in the direction sought with a large enough effect; inconclusive means small, poorly fitted or top-dose-only effect, or another doubt; inactive means no such curve, though single readings can be large; an effect the other way counts as inactive or inconclusive. Potency means the concentration at half of the fitted maximal effect.

1. Cc1ccc(-c2nnc3c4ccccc4c(C)nn23)cc1NC(=O)c1ccccc1
2. COc1cc(S(=O)(=O)N2CCCCC2)ccc1NC(=O)c1ccc(F)cc1
3. Cc1cc(/C=C2/NC(=O)NC2=O)c(C)n1-c1cccnc1
4. COc1ccc(C2c3ccc(O)cc3Oc3ncn4nc(-c5ccncc5)nc4c32)cc1OC (stereo not drawn)
5. CCN(CC)S(=O)(=O)c1cc(C(=O)Nc2cccnc2Cl)ccc1Cl

screen / no.	1	2	3	4	5
GAA glycogen mod	10%[76.3 µM]	-3%	1%	15%	4%
GAA inhib	/	-4%	2%	-7%	2%
GLA spleen mod	/	5%	2%	-5%	5%
Tau fibril ThT	?	-1%	3%	-10%	1%
HTT ATP protect	/	-7%	-11%[10 µM]	27%[10 µM]	-21%
GAA spleen mod	/	0%	0%	-1%	4%
Tau FP inhib	-10%	-10%	1%	-17%	-6%
Tau fluor cs	-13%	-11%	13%	?	-4%

6. Cc1ccc(NC(=O)CSc2nnnn2-c2ccc3c(c2)OCO3)cc1C
7. O=C(Nc1ccc(F)cc1)C1CCN(S(=O)(=O)c2cccs2)CC1
8. O=C(Cn1cnc2c(cnn2-c2ccc(Cl)cc2)c1=O)NC1CCCCC1
9. CCN1CCN(C(=O)N2CCOCC2)CC1
10. COc1cccc(NC(=O)NCCC2=CCCCC2)c1

screen / no.	6	7	8	9	10
GAA glycogen mod	6%	15%	1%	12%	16%
GAA inhib	4%	2%	2%	1%	2%
GLA spleen mod	9%	1%	14%	2%	-7%
Tau fibril ThT	?	5%	7%	-4%	-5%
HTT ATP protect	-6%[10 µM]	1%[10 µM]	22%[10 µM]	18%[10 µM]	/
GAA spleen mod	3%	1%	-11%	9%	-1%
Tau FP inhib	?	3%	1%	3%	-2%
Tau fluor cs	4%	1%	2%	-1%	-10%

11. CC1CCCCN1C(=O)Cn1ncc2c3ccccc3n(Cc3ccccc3F)c2c1=O (stereo not drawn)
12. O=C(NCc1ccco1)c1ccccc1NS(=O)(=O)c1ccc2c(c1)OCCO2
13. CCNc1nc(NCC)nc(NC(N)=S)n1
14. CCCn1c(SCC(N)=O)nc2c(c1=O)C1(CCCC1)Cc1ccccc1-2
15. COc1ccccc1N1CCN(S(=O)(=O)c2ccccc2)CC1

screen / no.	11	12	13	14	15
GAA glycogen mod	6%[76.3 µM]	3%	1%	-1%	-3%
GAA inhib	/	-4%	0%	-6%	?
GLA spleen mod	/	5%	3%	1%	3%
Tau fibril ThT	0%	2%	7%	-14%	7%
HTT ATP protect	/	-24%	-76%[inhibitor]	-37%	-9%[1.9 µM]
GAA spleen mod	/	-2%	1%	-1%	-9%
Tau FP inhib	-1%	-7%	4%	?	-2%
Tau fluor cs	2%	-12%	10%	-20%	-5%

The list goes on; it opens with the 2 that closed the last part.
14. CCCn1c(SCC(N)=O)nc2c(c1=O)C1(CCCC1)Cc1ccccc1-2
15. COc1ccccc1N1CCN(S(=O)(=O)c2ccccc2)CC1
16. FC(F)(F)c1ccc(N2CCN(Cc3ccc4c(c3)OCO4)CC2)nc1
17. CCOC(=O)CSc1nnc(-c2ccccc2)o1
18. Cc1nnc(SCc2nnc(-c3ccc(Cl)cc3)o2)n1-c1ccccc1
19. CC(C)(C)NC(=S)NNC(=O)c1ccncc1
20. COc1ccc(OC)c(C2=Nn3c(nnc3-c3ccco3)SC2)c1

screen / no.	14	15	16	17	18	19	20
GAA glycogen mod	-1%	-3%	2%	5%	1%	-4%	8%
GAA inhib	-6%	?	-2%	-2%	3%	-5%	2%[15.4 µM]
GLA spleen mod	1%	3%	-4%	-2%	-9%	14%	-3%
Tau fibril ThT	-14%	7%	-8%	-6%	-9%	-1%	-13%
HTT ATP protect	-37%	-9%[1.9 µM]	19%[10 µM]	-10%[10 µM]	12%	/	-19%
GAA spleen mod	-1%	-9%	-11%	-2%	8%	-9%	-7%
Tau FP inhib	?	-2%	-1%	-6%	-1%	2%	-6%
Tau fluor cs	-20%	-5%	-14%	-6%	-4%	-2%	-8%

21. O=C(NCC1CCCO1)C(c1cccs1)N(Cc1ccccc1)C(=O)c1ccc(-c2ccccc2)[nH]1 (stereo not drawn)
22. COc1ccc(C(=O)Nc2cc3c(cc2N2CCCC2)n(C)c(=O)c(=O)n3C)cc1OC
23. CCCCn1nnnc1SCC(=O)NCc1ccco1
24. CCCc1cc(C(=O)Nc2cnn(Cc3ccc(F)cc3)c2)no1
25. CCOc1ccccc1NC(=O)C1CCN(S(=O)(=O)c2cc(Br)cc3c2N(C(C)=O)CC3)CC1

screen / no.	21	22	23	24	25
GAA glycogen mod	-1%	-23%[76.3 µM]	5%	3%	-8%[76.3 µM]
GAA inhib	-6%	/	?	/	/
GLA spleen mod	-15%	/	0%	1%	/
Tau fibril ThT	-17%	?	-4%	6%	?
HTT ATP protect	14%[1.9 µM]	/	-21%	-3%[10 µM]	/
GAA spleen mod	-3%	/	-1%	-2%	/
Tau FP inhib	-7%	?	-3%	3%	-10%
Tau fluor cs	-8%	-23%	-4%	-6%	-9%

Only GAA spleen mod, GAA inhib and Tau FP inhib, for 6 of the compounds above:
| cpd | Compound | GAA spleen mod | GAA inhib | Tau FP inhib |
| --- | --- | --- | --- | --- |
| 14 | CCCn1c(SCC(N)=O)nc2c(c1=O)C1(CCCC1)Cc1ccccc1-2 | -1% | -6% | ? |
| 12 | O=C(NCc1ccco1)c1ccccc1NS(=O)(=O)c1ccc2c(c1)OCCO2 | -2% | -4% | -7% |
| 17 | CCOC(=O)CSc1nnc(-c2ccccc2)o1 | -2% | -2% | -6% |
| 8 | O=C(Cn1cnc2c(cnn2-c2ccc(Cl)cc2)c1=O)NC1CCCCC1 | -11% | 2% | 1% |
| 4 | COc1ccc(C2c3ccc(O)cc3Oc3ncn4nc(-c5ccncc5)nc4c32)cc1OC (stereo not drawn) | -1% | -7% | -17% |
| 3 | Cc1cc(/C=C2/NC(=O)NC2=O)c(C)n1-c1cccnc1 | 0% | 2% | 1% |

(listing goes on)
26. CCOC(=O)c1cc(NC(=O)N(CC)CC)c(C)nc1C
27. CCc1ccc(CCC(=O)Nc2nnc(C)s2)o1
28. COCCCNC(=S)NNC(=O)c1ccccn1
29. Cc1ccc(CNC(=O)c2cc3c(-c4ccc(Cl)cc4)nn(C)c3s2)o1
30. Cc1ccc(-c2nnc(SCC(=O)Nc3nccs3)n2N)cc1

screen / no.	26	27	28	29	30
GAA glycogen mod	10%	1%	1%	8%	6%
GAA inhib	4%	-2%	12%	-10%	-2%
GLA spleen mod	7%	1%	2%	13%	2%
Tau fibril ThT	-7%	-10%	-11%	-9%	?
HTT ATP protect	-59%[inhibitor]	-1%	-118%[inhibitor]	-24%	2%[1.9 µM]
GAA spleen mod	1%	-5%	3%	6%	-3%
Tau FP inhib	2%	14%	-7%	1%	-5%
Tau fluor cs	-4%	1%	-13%	-29%	-1%

31. CN(C(=O)c1ccccn1)c1nnc(-c2ccccn2)s1
32. CN(C)CCCOC(=O)c1ccccc1
33. O=C(CCc1nnc(CCC2CCCCC2)o1)NCc1ccon1
34. CCO[C@H]1OC(C(=O)NC2CC2)=C[C@@H](c2ccc3c(c2)OCO3)[C@@H]1CCCO
35. O=C(NCc1ccccn1)c1ccc(Cl)cc1Cl

screen / no.	31	32	33	34	35
GAA glycogen mod	0%	1%	9%	-3%	5%
GAA inhib	-2%	10%	/	/	-5%
GLA spleen mod	-1%	5%	-3%	-8%	13%
Tau fibril ThT	-7%	6%	-7%	-3%	-2%
HTT ATP protect	-6%[10 µM]	0%	19%[10 µM]	-12%[10 µM]	0%
GAA spleen mod	-10%	1%	2%	-1%	2%
Tau FP inhib	-6%	-3%	-8%	0%	3%
Tau fluor cs	-11%	-1%	-2%	3%	3%

36. Cc1c(C#N)c(=O)c(-[n+]2ccccc2)c([S-])n1-c1ccc(Cl)cc1
37. Cc1oc(-c2cccc3ccccc23)nc1CN1CCN(c2ncnc3ccccc23)CC1
38. O=C(c1cccs1)N(C(=O)c1cccs1)c1ccccn1
39. CCOC(=O)N1CCN(C(=O)CSc2ccc(Cl)cc2)CC1
40. COc1ccc(OC)c(NC(=O)Cc2nn(C)c(=O)c3ccccc23)c1

screen / no.	36	37	38	39	40
GAA glycogen mod	-5%	-5%	-13%	-11%	2%
GAA inhib	/	?	-5%	-3%	0%
GLA spleen mod	1%	6%	5%	0%	7%
Tau fibril ThT	-9%	?	-5%	-7%	-5%
HTT ATP protect	5%[10 µM]	14%[10 µM]	-18%	-11%	-11%[0.074 µM]
GAA spleen mod	-4%	7%	5%	6%	5%
Tau FP inhib	-2%	-3%	-7%	-4%	5%
Tau fluor cs	-1%	-11%	0%	3%	1%

41. O=C(Nc1ccccc1-c1ccccc1)C(c1ccccc1)c1ccccc1
42. Cc1c(C(=O)N2CCN(c3cccc(Cl)c3)CC2)cccc1[N+](=O)[O-]
43. CSc1nc(Cl)cc(N2CCOCC2)n1
44. CCc1nnc(NS(=O)(=O)c2ccc(NC(=S)NC(=O)/C=C/c3ccc([N+](=O)[O-])cc3)cc2)s1
45. COc1ccc(OC)c(/C=N/NC(=O)C(=O)N2CCCC2)c1
46. CC(C)NC(=O)c1nn(C)c2c1CS(=O)(=O)c1ccccc1-2
47. Cc1cccc(N(C(=O)c2ccc(CN3CCOCC3)o2)C(C(=O)NC(C)(C)C)c2ccc(F)cc2)c1 (stereo not drawn)
48. COC(=O)c1c(C)cc(O)cc1O

screen / no.	41	42	43	44	45	46	47	48
GAA glycogen mod	10%	-10%	-4%	-11%	-2%	-6%[76.3 µM]	1%	/
GAA inhib	0%	?	-1%	/	3%	/	-1%	/
GLA spleen mod	4%	-6%	-5%	-1%	2%	/	-22%	7%
Tau fibril ThT	-5%	-8%	3%	/	-6%	2%	-11%	-10%
HTT ATP protect	4%[10 µM]	/	-11%	0%[10 µM]	-10%[10 µM]	/	?	/
GAA spleen mod	-3%	0%	3%	-4%	-3%	/	-21%	2%
Tau FP inhib	-9%	7%	2%	-2%	-2%	4%	1%	5%
Tau fluor cs	-4%	-10%	1%	-8%	1%	2%	-4%	-6%
